SIRT5 block = blocks human SIRT5 desuccinylation of peptide. AID 652115. inhibition, % at 15 µM. actives 1.1% (n = 330,000). Purified SirT5, succinyl-peptide AMC, trypsin-coupled fluorescence; in the data active means inhibition above about 15%; inconclusive means no clear call, values can overlap the other calls
Target sequence (Q9NXA8 whole entry, looked up): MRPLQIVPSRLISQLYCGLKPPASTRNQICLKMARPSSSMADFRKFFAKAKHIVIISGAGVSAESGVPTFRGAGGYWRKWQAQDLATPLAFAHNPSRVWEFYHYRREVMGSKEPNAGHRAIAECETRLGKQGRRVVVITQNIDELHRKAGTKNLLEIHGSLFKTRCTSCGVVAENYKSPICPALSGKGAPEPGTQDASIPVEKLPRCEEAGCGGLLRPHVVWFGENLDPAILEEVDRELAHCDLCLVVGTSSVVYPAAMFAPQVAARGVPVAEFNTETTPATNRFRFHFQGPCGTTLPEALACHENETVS
LGR2 inh = Drosophila LGR2 receptor signaling inhibition | inhibition, % at 9.99 µM | HEK293 LGR2, CRE-luciferase, bursicon-stimulated, 4 h | actives 0.35% (n = 380,000);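 active means drop in luminescence signal, shown as inhibition above about 50% in the replicate tests, limit read from the data, passing the limit was not always enough; inconclusive means probably only some replicates passing the limit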;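 further: agonist challenge used bursicon conditioned medium at about half maximal strength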
S100A4 MyoIIA = inhibitors of human S100A4 binding to myosin IIA peptide; P26447; S100A4/TAMRA-MyoIIA peptide fluorescence polarization; actives 0.14% (n = 360,000); inhibition, % at 10.7 µM; AID 652163;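 active means mean inhibition of at least 70% across replicates, with every replicate also reaching that level; inconclusive means mean inhibition reaches 70% but some replicates fall short; inactive means mean inhibition below 70%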
Target sequence (P26447 whole entry, looked up): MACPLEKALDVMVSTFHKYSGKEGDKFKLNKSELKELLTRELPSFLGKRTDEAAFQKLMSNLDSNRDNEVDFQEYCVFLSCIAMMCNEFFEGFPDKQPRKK
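Test system: S100A4 monomer protein. Medium: HEPES buffer with Ca2+, pH 7.2. Reagent: fluorescent myosin IIA peptide, 5 nM. Compound dosing: single-point compound testing. Timing: 5 min between mix addition and reading. Benchmarks: DMSO neutral and TFP positive wells.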
ERAP1 inh = blocks human ERAP1 aminopeptidase activity; actives 0.15% (n = 340,000); inhibition, % at 10.7 µM; Q9NZ08; recombinant ERAP1, Leu-AMC fluorescence, 60 min;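 active means mean replicate inhibition of at least 30%, or all replicates individually reaching that 30% level; inactive means mean below 30% and not every replicate reaching it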;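 further: 0% = neutral control wells and 100% = L-leucinethiol positive control wells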
Statin myotox sup = suppression of simvastatin myotoxicity; C2C12 myotubes + simvastatin, ATP luminescence, 48 h; scaled: DMSO 0, geranylgeraniol control 100; rescue of ATP level, % at 7.49 µM; actives 0.78% (n = 330,000);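 active means mean ATP rescue above about 67%, or every replicate alone reaching that limit, limit read from the data, passing the limit was not always enough; inconclusive means no clear call, values can overlap the other calls; inactive means mean under the limit and some replicate under it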;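 further: myotubes were challenged with 10 µM simvastatin during compound exposure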
Cneo AK release = Cryptococcus neoformans lysis via adenylate kinase release; C. neoformans lysis, adenylate kinase release luminescence, 4 h; normalised: neutral wells 0, clomiphene wells 100; actives 0.2% (n = 360,000); lysis activity, % at 15 µM;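 active means mean lysis activity across replicates of at least 80%, whatever share of replicates individually reach that level; inactive means mean lysis activity below 80%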
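Material – log-phase Cryptococcus neoformans yeast cells · Input – 5 × 10^6 yeast cells/mL · Medium – fresh YPD growth medium · Doses – single compound concentration per well · Timing – static 4 h at 37 °C with compound, 1 h detection · Detection – adenylate kinase release luminescence · Read-out – signal increase indicating cell lysis · Control set – Clomiphene as positive lysis control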
PGC1a acetyl inh = PGC1a acetylation modulation, inhibitor mode. U2OS PGC1a acetylation, AlphaScreen anti-acetyl-lysine; with virally co-expressed GCN5 acetyltransferase. AID 651687. inhibition, % at 15.6 µM. actives 0.17% (n = 350,000);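 active means every replicate shows inhibition of at least 40%; inconclusive means mean inhibition at least 40% but some replicate below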;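 further: 0% = neutral control wells and 100% = positive control wells; some results beyond the cut were filed as inactive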
Xi reactivation = activators of X-chromosome reactivation in mouse fibroblasts; XiGFP mouse fibroblasts, % GFP-positive cells imaging, 3 d; cells co-treated with 5-aza-dC sensitizer; scaled so ellipticine positive control = 100%; activation, % at 7.58 µM; actives 0.055% (n = 360,000); AID 743238;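 active means mean normalized replicate activation at least 10% and every replicate at or above 10%; inconclusive means only one of the two criteria met; inactive means mean below 10% and not all replicates reach 10%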;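 further: 0% = median of on-plate neutral control wells and 100% = ellipticine 6 µM median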
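System: 68-5-11 XiGFP fibroblast line | Buffer or medium: DMEM containing 5-aza-dC | Compound: Single point | Times: Compounds 3 days, fix/stain 15 min at room temperature | Benchmarks: Positive control ellipticine, 6 µM final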
* hit, by the source's call; ? = inconclusive; / = no result given; & = joins results of further samples. A portion of the library; rates above refer to the full screens.

SMILES | SIRT5 block | LGR2 inh | S100A4 MyoIIA | ERAP1 inh | Statin myotox sup | Cneo AK release | PGC1a acetyl inh | Xi reactivation
COCCNC(=O)CN(Cc1cccs1)C(=O)CCC(=O)Nc1nccs1 | 3 | 1 | 25 | -1 | 6 | -2 | -4 | 0.1
COc1ccccc1N(CC(=O)Nc1ccc(Cc2ccncc2)cc1)S(=O)(=O)c1ccccc1 | 0 | 16 | -3 | 0 | 5 | -9 | 13 | 0.0
Cc1cc(C)n(-c2ccc(C(=O)N3CCN(S(=O)(=O)c4ccc(Br)cc4Cl)CC3)cc2)n1 | / | 4 | -1 | 3 | 2 | -1 | -12 | 0.0
C[C@H](CO)N1C[C@H](C)[C@H](CN(C)Cc2ccc(C(F)(F)F)cc2)Oc2ccc(NC(=O)Nc3cccc4ccccc34)cc2CC1=O | 0 | 13 | 1 | 1 | 2 | 3 | -6 | -1.1
O=c1[nH]c(SCc2cccc(Cl)c2)nc2ccccc12 | -1 | -2 | -4 | / | / | / | / | 0.3
Cc1ccc(N2CCCn3c2cc(C)c(C#N)c3=O)cc1C | -2 | -3 | 1 | 5 | 8 | 2 | 7 | /
COc1cc(NC(=O)c2ccc(F)cc2)ccc1NC(=O)c1cc2ccccc2o1 | -5 | 0 | 6 | -5 | 0 | -2 | -4 | 0.0
CC(=O)Nc1cccc(-c2nc3ccccc3n2C(C)C(=O)NC(C)(C)C)c1 (stereo unspecified) | -3 | 3 | -1 | 1 | / | / | / | 0.2
C[C@@H]1CCCCO[C@@H](CN(C)Cc2ccc(Cl)c(Cl)c2)[C@@H](C)CN([C@H](C)CO)C(=O)c2cc(NC(=O)Nc3ccccc3)ccc2O1 | 0&-3 | 24 | -1&9 | -2&-5 | 35&3 | 42&4 | 9&-1 | 0.2&0.2
CCCCn1c(NCc2cc(C)ccc2O)nc2ccccc21 | / | -20 | -3 | -4 | -7 | 2 | / | 0.1
COc1ccc2c3c([nH]c2c1)[C@H](CO)N(Cc1ccccc1F)CC31CCN(C)CC1 | / | 10 | -14 | 1 | / | / | -3 | 0.0
COc1ccc(NC(=O)Nc2ccc3c(c2)CC(=O)N([C@H](C)CO)C[C@H](C)[C@H](CN(C)CC2CCCCC2)O3)cc1 | 5 | 24 | 4 | 2 | -34 | -2 | -21 | 0.3
O=C(C1CCC1)N1CC(=O)N2[C@H](CO)[C@H](c3ccc(-c4ccccc4F)cc3)[C@@H]2C1 | -5 | 14 | 2 | 1 | / | / | -7 | 0.0
CCC(=O)Nc1ccc(C=C(C(C)=O)C(C)=O)cc1 | -3 | 20 | 1 | 0 | 0 | 6 | -1 | -0.1
Cc1cc(C(=O)N/N=C/c2cc([N+](=O)[O-])cc(C)c2O)n[nH]1 | 0 | 13 | 1 | 0 | / | / | / | 0.2
O=S1(=O)CCN2N=C(C3CC3)SC2=N1 | -2 | -11 | -2 | 5 | / | 1 | / | 0.0
COc1ccc(/C=C2\N=C(SC)N(c3ccccc3OC)C2=O)cc1 | -2 | 4 | -9 | 2 | -21 | -5 | 6 | -0.2
CN1C[C@@H]2[C@@H]3C(=O)N(Cc4ccccc4)C(=O)[C@@H]3[C@](C)(C1=O)N2C(=O)c1ccc(F)cc1 | -2 | -30 | -11 | -6 | 1 | 1 | -6 | 0.0
O=C(Nc1ccccc1Cl)Nc1ccccc1Cl | -4 | -13 | -1 | / | / | -2 | -8 | -0.2
Cc1ccc(S(=O)(=O)N2CCOCC2)cc1NC(=O)CSc1nnnn1C1CCCC1 | 0 | 6 | 0 | 1 | -5 | 2 | 2 | 0.1
Cc1nn(CC(=O)NCc2ccco2)c(C)c1[N+](=O)[O-] | 1 | 9 | -4 | / | 9 | 3 | 0 | 0.0
O=C(Cn1nc(-c2ccccc2)c2ccccc2c1=O)Nc1cccc(O)c1 | -1 | 8 | -3 | -1 | / | / | / | 0.1
Nc1cc(-c2cccc(Br)c2)nn1Cc1ccccc1 | -3 | -16 | -3 | 0 | -2 | -8 | 9 | 0.0
CC(OC(=O)C12CCC(=O)N1c1ccccc1S2)C(=O)Nc1cccc(Cl)c1 (stereo unspecified) | 0 | -7 | -3 | 1 | 6 | 1 | 4 | 0.0
Cn1c(=O)c2c(ncn2CC(=O)OCC(=O)Nc2cc(Cl)ccc2C#N)n(C)c1=O | / | 14 | -2 | -1 | 5 | 3 | -6 | 0.0
COc1ccc(CCCc2nnc(SCC(=O)Nc3ccccc3F)o2)cc1 | -4 | 3 | -1 | 7 | / | / | 2 | 0.0
[N-]=[N+]=Nc1ccccc1C[C@@]1(C(=O)NCc2ccccc2)N=C(c2ccc(OCCCO)cc2)O[C@@H]1c1ccccc1N=[N+]=[N-] | 5 | / | -5 | -3 | / | -6 | -16 | /
CCCCNC(=O)C(NC(=O)c1cnc(C)cn1)C(=O)c1ccccc1 (stereo unspecified) | / | 7 | 0 | -3 | / | / | / | 0.0
CC1(C(=O)NS(=O)(=O)c2ccc(Cl)s2)CCN1C(=O)C1(c2ccc(Cl)cc2)CC1 (stereo unspecified) | 1 | 15 | -3 | -1 | 9 | 1 | 8 | 0.0
O=C([C@H]1[C@H](CO)[C@H]2Cn3c(ccc(C4=CCCC4)c3=O)[C@H]2N1Cc1nccs1)N1CCCCC1 | -1 | -7 | 2 | 2 | 18 | 5 | / | 0.1
CC(C)(C)n1ncc2c(=O)n(CC(=O)NCCc3ccccc3)cnc21 | 0 | -8 | 0 | 1 | -5 | 5 | / | /
CN(C)Cc1nnnn1-c1cccc(-n2nnnc2CN(C)C)c1 | -5 | -2 | -7 | 4 | / | / | / | -0.1
CC(=O)Nc1ccc(S(=O)(=O)NCc2cn3ccsc3n2)cc1 | / | -6 | 20 | 1 | 3 | 0 | 10 | /
O=C(C1CCCC1)N1CC(=O)N2[C@H](CO)[C@@H](c3ccc(C#CCc4ccccc4)cc3)[C@H]2C1 | 3 | -6 | 3 | -1 | / | / | 0 | 0.0
CSc1nc(C)c(Cc2ccccc2)c(=O)[nH]1 | 2 | / | 0 | 8 | -2 | 0 | -7 | 0.0
COc1ccc(Nc2cc(C)c3ccc(O)cc3n2)cc1 | 12 | -42 | -5 | -2 | -13 | / | / | 0.2

Grouped by structure: the compounds so far with a furan ring, fused or not.
SMILES | SIRT5 block | LGR2 inh | S100A4 MyoIIA | ERAP1 inh | Statin myotox sup | Cneo AK release | PGC1a acetyl inh | Xi reactivation
COc1cc(NC(=O)c2ccc(F)cc2)ccc1NC(=O)c1cc2ccccc2o1 | -5 | 0 | 6 | -5 | 0 | -2 | -4 | 0.0
Cc1nn(CC(=O)NCc2ccco2)c(C)c1[N+](=O)[O-] | 1 | 9 | -4 | / | 9 | 3 | 0 | 0.0

Remaining list, next part:
SMILES | SIRT5 block | LGR2 inh | S100A4 MyoIIA | ERAP1 inh | Statin myotox sup | Cneo AK release | PGC1a acetyl inh | Xi reactivation
CCN1CCN(c2cc(C)c3cc(NC(=S)N4CCN(c5ccccc5)CC4)ccc3n2)CC1 | -2 | 2 | -4 | -4 | 26 | 3 | 3 | 0.0
COc1cccc(NC(=O)C2CCN(S(=O)(=O)c3ccc4[nH]c(=O)oc4c3)CC2)c1 | -2 | 8 | -1 | 0 | 17 | 1 | -5 | 0.2
O=C(NCc1ccc(Cl)cc1)C1CCN(S(=O)(=O)c2cccs2)CC1 | 1 | -15 | 4 | 3 | 11 | -3 | / | 0.3
O=C(NCCN1CCC(n2c(=O)[nH]c3ccccc32)CC1)C(c1ccccc1)c1ccccc1 | 0 | 0 | -5 | -26 | / | / | / | -0.2
Cc1onc(-c2ccccc2)c1C(=O)N1CCN(c2ccccn2)CC1 | -4 | -4 | -3 | 2 | -3 | 3 | / | 0.0
C[C@H](CO)N1C[C@H](C)[C@H](CN(C)C(=O)c2ccccc2)Oc2cc(Br)ccc2S1(=O)=O | -3&-3 | 9&22 | -1&3 | -2 | 1&-3 | -1&-5 | -10&-7 | 0.0&-0.1
Cc1cc([N+](=O)[O-])nn1CC(=O)Nc1cc(F)ccc1F | -1 | -1 | -7 | / | / | / | / | 0.7
Cc1cccc(NS(=O)(=O)c2cc3c(cc2C)NC(=O)CO3)c1 | -2 | 20 | -2 | 3 | 13 | 0 | / | 0.0
COc1c(Br)cc(Br)cc1C(=O)Nc1ccccc1N1CCCC1 | -2 | 0 | -4 | -2 | 5 | 2 | -3 | 0.0
CC(C)Nc1nnc(SC(C)C(=O)N(C)C2CCCCC2)s1 (stereo unspecified) | -21 | 7 | 1 | 1 | -17 | / | / | 0.1
Cc1ccc(CNC(=O)CC(C)S(=O)(=O)c2ccc3c(c2)NC(=O)C(C)S3)cc1 (stereo unspecified) | 0 | 10 | 11 | 3 | -4 | 0 | -5 | 0.0
Cc1cc(Nc2cc(Cl)nc(Sc3ccc(NC(=O)C4CC4)cc3)n2)n[nH]1 | -4 | 4 | 1 | 1 | -9 | 1 | / | 0.0
NCC[C@@H]1CC[C@@H](NC(=O)Cc2ccncc2)[C@@H](CO)O1 | 0 | 4 | 10 | 3 | 14 | 49 | 13 | 0.1
Cc1ccc(S(=O)(=O)N2CCN(C(=O)Cn3c(=O)oc4ccccc43)CC2)c(C)c1 | -8 | -9 | -2 | -1 | 9 | -2 | 5 | 0.0
O=C(CC1C(=O)NCCN1Cc1c(F)cccc1Cl)NC1CCCCCC1 (stereo unspecified) | 0 | 3 | -12 | -4 | 15 | 1 | 6 | -0.2
O=C(Nc1ccc2c(c1)C(=O)NC2=O)c1cc(Cl)ccc1Cl | 1 | 12 | 15 | 7 | 0 | 2 | 2 | -0.1
NS(=O)(=O)c1cccc(NC(=O)c2cc(-c3cccs3)nc3ccccc23)c1 | -3 | -3 | -9 | -4 | 9 | 1 | -19 | 1.0
O=C(O)CCC(=O)N1N=C(c2cccs2)CC1c1cccc([N+](=O)[O-])c1 (stereo unspecified) | 0 | 10 | -2 | -6 | 3 | -1 | -6 | -0.1
CCCn1c(=N)n(CC(=O)c2ccc(Cl)c(Cl)c2)c2ccccc21 | -5 | -6 | -18 | -1 | 7 | 1 | -12 | 0.0
COC(=O)N1C(=O)[C@](c2ccccc2)(C2CCCCC2)N1C(=O)OC | / | / | 1 | 1 | 3 | -5 | 6 | -0.3
CCCNC(=O)N1CC2(CCN(C(=O)Cc3cccnc3)CC2)c2c([nH]c3cc(OC)ccc23)[C@@H]1CO | 0 | -7 | 42 | -2 | / | / | 2 | 0.0
COC(=O)C(Cc1c[nH]c2ccccc12)NC(=O)c1ccc2nc[nH]c2c1 (stereo unspecified) | -9 | -6 | -3 | -1 | -2 | -9 | / | 0.0
CCc1ccnc(NS(=O)(=O)c2ccc3c(c2)OCCO3)c1 | 2 | -11 | 1 | -2 | / | 0 | 2 | 0.2
COc1ccc(CCNCc2ccc(-c3ccccc3)cc2)cc1OC | -1 | -5 | 1 | -3 | 6 | 5 | ? | 0.3
COc1ccccc1CCn1cnc(-c2cccc(F)c2)c1CC(C)C | / | 33 | 9 | -3 | / | / | / | 0.0

Source: PubChem BioAssay (Broad Institute)
